CHOP inh: CHOP inhibition in unfolded protein response; CHO-K1 CHOP-promoter luciferase, tunicamycin-induced, 15-18 h; 220,000 tested, 3.8% active; AID 2732; inhibition, % at 10 µM;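 active = compounds that reduced the stress-induced luciferase reporter signal by more than about 70% of percent inhibition, limit read from the data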;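 also: 0% = tunicamycin plus vehicle and 100% = wells without tunicamycin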
TNF death inh: blocks TNF-alpha induced death of Jurkat FADD-/- cells; Jurkat FADD-/- TNF necroptosis rescue, ATP luminescence, 24 h; 0 = TNF only, 100 = no-TNF cells; activation (protection from cell death), % at 10 µM; 220,000 tested, 0.068% active; AID 463075;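 active = activation, meaning protection from cell death, of at least 50% relative to plate controls; inactive = activation below 50%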;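 also: necroptosis triggered by 40 ng/mL TNF-alpha added together with compound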
Runt-SMMHC FRET: inhibitors of human RUNX1 Runt domain binding to CBFb-SMMHC | AID 1434 | 220,000 tested, 0.74% active | inhibition, % at 20 µM | Cerulean-Runt/Venus-CBFb-SMMHC FRET ratio 530/480, 1 h;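 active = mean inhibition across duplicate retests at 20 µM reaching about 50%, limit read from the data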;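 also: 0% = DMSO wells and 100% = wells with excess untagged CBFb-SMMHC; inhibitors lower the FRET ratio by blocking Runt binding to CBFb-SMMHC; some results filed as inactive read as strong as hits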
Mdm2 ligase inh: blocks human Mdm2 ubiquitin ligase activity. Q00987. cell-based MDM2 ubiquitination luciferase reporter, 2 h; 0 = plate control, 100 = twice control, blank-subtracted. signal enhancement, % at 5 µM. 210,000 tested, 0.11% active. AID 1230;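 active = signal enhancement of 30% or more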;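 also: luminescence tracks abundance of the self-degrading MDM2-luciferase fusion protein; higher signal means inhibition of MDM2 E3 ligase activity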
Target sequence (Q00987 whole entry, looked up, the tested form may be a part): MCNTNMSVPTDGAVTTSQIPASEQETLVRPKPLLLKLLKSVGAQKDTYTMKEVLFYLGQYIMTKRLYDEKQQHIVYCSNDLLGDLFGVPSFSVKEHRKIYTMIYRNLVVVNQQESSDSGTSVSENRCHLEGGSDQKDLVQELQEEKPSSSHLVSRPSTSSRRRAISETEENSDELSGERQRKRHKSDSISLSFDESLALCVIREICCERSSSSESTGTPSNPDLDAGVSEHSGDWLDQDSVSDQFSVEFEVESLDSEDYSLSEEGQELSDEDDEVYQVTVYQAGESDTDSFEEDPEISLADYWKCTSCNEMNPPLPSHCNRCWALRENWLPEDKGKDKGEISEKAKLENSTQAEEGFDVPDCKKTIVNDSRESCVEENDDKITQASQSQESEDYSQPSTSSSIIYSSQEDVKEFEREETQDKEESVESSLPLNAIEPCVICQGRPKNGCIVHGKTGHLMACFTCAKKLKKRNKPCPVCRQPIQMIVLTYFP
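Assay system: stable mammalian line carrying autodegrading MDM2–luciferase fusion reporter; Input: 2000 cells in each well; Compound dosing: single-point 5 µM; Schedule: 2 h compound exposure at 37 °C; Signal: SteadyLite luciferase luminescence after 15 min room-temperature reagent incubation; Evaluation: % luminescence enhancement versus blank-corrected plate control mean; Benchmarks: plate controls and plate blanks.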
zfTRPN1 agonist: zebrafish TRPN1 (NompC) channel agonism | HEK293 zebrafish TRPN1-YFP, Fluo-8 calcium fluorescence; 100% = response to 87 µM carbachol | activation, % at 3 µM | 220,000 tested, 0.18% active | AID 1424;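 active = activation above its plate's cutoff, the mean activation of test wells on that plate plus 3 SD, cut at about 19% in these data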;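 also: 0% = DMSO alone and 100% = 87 µM carbachol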
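System: zebrafish TRPN1-YFP in HEK293 cells / Dosing: 3 µM single point / Timing: dye loading 1 h at 37 °C, then 30 min room temperature / Signal: Fluo-8 calcium fluorescence, excitation 470-495 nm, emission 515-575 nm / Read-out basis: percent activation from peak over basal fluorescence ratio, control-normalized / Control set: high carbachol 87 µM, low DMSO alone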
EBV gp42 block: blocks Epstein-Barr virus glycoprotein 42 binding; 220,000 tested, 0.42% active; AID 1085; Fluorescence polarization binding assay, mP read-out; inhibition, % (tested at 21.74 µM); Q1HVG2; in the data active = inhibition above about 50%
Target sequence (Q1HVG2 whole entry, looked up): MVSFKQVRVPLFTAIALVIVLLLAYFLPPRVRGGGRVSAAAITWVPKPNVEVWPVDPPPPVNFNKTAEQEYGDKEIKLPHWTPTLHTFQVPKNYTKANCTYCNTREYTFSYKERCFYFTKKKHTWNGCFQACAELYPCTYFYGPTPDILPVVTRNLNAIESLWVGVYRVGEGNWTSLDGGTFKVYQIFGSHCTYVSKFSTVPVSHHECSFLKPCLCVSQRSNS
PPC-1+TRAIL kill: kills PPC-1 cancer cells in the presence of TRAIL; cell killing (% activity), % at 4 µM; 220,000 tested, 0.41% active; PPC-1 cells + TRAIL, ATPLite viability luminescence; AID 1443;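 active = cell killing above 50% in the first pass at 4 µM, then a duplicate retest at 5 µM averaging 50% or more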;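 also: plate controls were cells with TRAIL plus DMSO for no effect and medium-only wells lacking cells for full effect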
NCF1 inh: inhibitors of human p47phox binding; 220,000 tested, 0.53% active; inhibition, % at 24.7 µM; p47phox/p22phox peptide binding, fluorescence polarization, 2 h;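 active = inhibition above about 30%, limit read from the data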;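 also: 0% = p47phox with labelled peptide and 100% = labelled peptide alone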
TRPML3 agonist: human mucolipin-3 channel agonism. HEK293 TRPML3-YFP, Fluo-8 calcium fluorescence; 100% = the carbachol control signal. activation, % at 3 µM. 220,000 tested, 0.29% active;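 active = activation above its plate's cutoff, the mean activation of the plate's test wells plus 3 SD, cut at about 12% in these data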;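 also: 0% = DMSO only wells and 100% = carbachol wells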
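Material: TRPML3-YFP stable HEK293 cells | Dosing: One concentration, 3 µM nominal, 0.3% DMSO | Timing: 125 s total fluorescence read per well | Technique: Fluo-8 calcium dye fluorescence, ex 470-495, em 515-575 nm | Measure: Percent activation from peak-to-basal fluorescence ratio, scaled between DMSO and carbachol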
* marks the source's active call; other numbers are inactive results; x = no result given; [ ] = another dose, or the depositor's remark.

SMILES	CHOP inh	TNF death inh	Runt-SMMHC FRET	Mdm2 ligase inh	zfTRPN1 agonist	EBV gp42 block	PPC-1+TRAIL kill	NCF1 inh	TRPML3 agonist
O=C(/C=C/Nc1ccccc1)C(F)(F)F	16.3	1.9	2.6	-2.0	0.9	-9.5	10.2	3.0	0.9
COC(=O)Nc1c(C)nn(Cc2ccccc2C)c1C	12.0	-1.1	-1.4	-11.0	0.3	-16.7	35.2	-3.1	0.5
Cn1c(=O)c(S(=O)(=O)C(C)(C)C)c(O)c2ccccc21	4.7	0.0	7.6	-1.8	-0.7	-15.1	14.3	-1.7	0.5
COc1cc(S(=O)(=O)N2CCN(C)CC2)ccc1Cl	-0.8	-1.5	1.5	-12.1	-0.5	-5.5	6.1	-5.0	0.1
N=c1c2ccccc2nnn1-c1ccc(C(F)(F)F)cc1	-58.4	-0.4	-4.4	-2.5	1.7	0.7	21.0	15.1	0.4
O=C(N/N=C/c1cc([N+](=O)[O-])ccc1Cl)c1ccc2nc[nH]c2c1	4.8	-1.0	-8.8	-21.2	0.5	3.4	6.8	-16.6	0.9
COc1cc(NC(=S)NCCCN(C)C)c(OC)cc1NC(=O)c1ccco1	12.9	-2.2	-1.2	1.8	-0.1	-5.2	-3.4	7.5	-0.1
Cc1ccc(NC(=O)Cn2cccc2C2=NC(c3ccccc3)CO2)c(C)c1 (configuration not stated)	60.9	0.1	0.2	-6.9	-0.3	13.7	10.9	1.9	1.1
CC(/C=C1\N=C(SCc2ccccc2)SC1=O)=C\c1ccccc1	23.4	0.7	-8.5	-9.8	0.8	-29.3	16.1	-26.9	0.9
Cc1c(NC(=O)C2CCCCC2)cc(C(=O)N2CCOCC2)cc1[N+](=O)[O-]	22.9	-0.3	-0.1	-31.5	1.0	-2.4	2.8	5.0	-0.4
COc1ccc(C(=O)NCc2ccc3c(c2)OCO3)cc1S(=O)(=O)N(C)Cc1ccccc1	-7.2	1.9	-0.1	-10.7	-0.7	-32.7	6.3	-17.0	-0.1
CC1C2CC(CC1(C)C)N(C(=O)Nc1ccc3nccnc3c1)C2 (configuration not stated)	11.8	1.1	13.7	x	0.3	-11.3	-18.1	-16.3	0.4
Cc1ccc(CNC(=O)CCC(=O)c2cccs2)cc1	4.5	-1.4	-3.0	-24.6	-0.6	-9.9	19.8	-1.7	0.2
CCOC(=O)N1CCN(c2c(NCC3CCCO3)c(=O)c2=O)CC1 (configuration not stated)	-34.1	0.9	2.2	-9.7	-0.5	3.2	6.4	3.9	-0.3
O=C(NCc1cccs1)C1CCN(S(=O)(=O)c2ccc(Br)s2)CC1	13.8	1.9	2.9	-19.8	0.0	2.1	-20.8	5.4	0.7
OC(COc1cc(Cl)c(Cl)cc1Cl)CN1CCN(c2ncccn2)CC1 (configuration not stated)	44.1	0.0	-2.3	12.8	0.4	0.3	0.1	-8.1	0.3
COc1cc(CN2CCCC(CCC(=O)NCc3ccc(C)o3)C2)cc2c1OCO2 (configuration not stated)	86.1*	1.5	-0.7	-19.0	0.2	-5.1	-3.6	-8.9	0.2
Clc1ccc(-c2cc(-c3ccccn3)on2)c(Cl)c1	63.3	-9.3	-0.7	-77.9	-1.0	-10.7	88.0*[5 µM]	-6.1	1.4
CCOC(=O)CN(C(=O)CNC(=O)c1ccco1)C(C(=O)NC1CCCC1)c1ccccc1OCC (configuration not stated)	10.7	-3.1	2.3	-8.7	-0.2	-17.3	2.8	-13.5	0.2
Cc1nc2ccccc2c2oc(C(=O)NCc3ccccn3)cc12	x	-2.0	-0.5	-25.4	2.7	x	2.9	x	0.6
Cc1ccc(S(=O)(=O)N2CC=C(C(=O)NCCC(C)C)CC2)cc1	26.2	0.8	0.0	-1.5	0.5	-13.4	15.2	-1.2	-0.5
Nc1cccc2c1C(=O)N(C(=O)c1cccc(S(=O)(=O)N3CCCC3)c1)C2=O	29.5	-0.8	61.6*	-3.1	-0.1	29.9	19.5	2.0	0.9
CCC1C(=O)N=C(SCC(=O)Nc2ccc(S(N)(=O)=O)cc2)NC1=O (configuration not stated)	4.9	0.7	-4.3	-18.4	0.5	0.0	-3.9	-12.2	1.4
Cc1ccc(NC(=O)C2CCCN2S(=O)(=O)c2ccc(F)cc2)c(C)c1 (configuration not stated)	8.3	-1.1	0.7	-4.8	-0.9	-24.1	16.4	-6.4	-0.5
O=C(c1ccc(-c2ccccc2)cc1)C1CCCN(C(=O)c2ccncc2)C1 (configuration not stated)	25.6	0.1	x	6.6	1.1	-13.6	x	-9.8	0.3
CCOC(=O)c1cn(Cc2ccc(C)cc2)nn1	24.6	1.7	-21.9	15.7	0.7	6.6	9.2	-14.2	-0.1
CCn1c(C)nc2cc(C(=O)N/N=C(\C)c3ccc(N4CCOCC4)cc3)ccc21	-0.6	-0.4	-1.5	-10.4	0.2	1.4	8.5	-21.4	-2.4
CC1(C)NC(=O)N(CCCCOc2ccc3c(c2)CCC3)C1=O	31.8	-0.5	-2.1	-15.9	2.6	-10.5	13.9	1.8	1.0
O=C(CCSCCC(=O)NCc1ccc(F)cc1)NCc1ccc(F)cc1	-18.0	1.0	1.9	-0.5	0.7	-10.5	7.5	-1.2	-0.1
COc1ccc(C)cc1S(=O)(=O)N(C)CC(=O)Nc1ccc2c(c1)OCO2	19.4	-1.8	-1.2	12.2	-0.6	9.2	2.6	-2.0	0.0
COc1cc([N+](=O)[O-])ccc1NC(=O)CCCOc1cccc(C)c1C	11.7	-1.5	-1.0	-0.1	0.8	-5.3	11.1	2.1	-0.3
COCCCN1C(=O)C(=O)/C(=C(/O)c2ccc(OC)cc2C)C1c1cccnc1 (configuration not stated)	21.5	0.9	-5.3	-14.5	1.3	-27.7	-2.1	-9.5	-0.3
CC1CCCCN1C(=S)NCCc1ccccc1 (configuration not stated)	-2.7	-1.8	-5.8	-4.3	-0.2	0.3	26.5	-10.9	0.3
C=C1SC(=Nc2c(C)cc(C)cc2C)N(C(=O)c2sc3ccccc3c2Cl)C12CCCCC2	9.8	-1.3	3.0	-5.2	0.1	-12.1	2.5	-7.0	0.5
O=C(Oc1cccc(N2C(=O)CCC2=O)c1)c1ccccc1	18.8	-1.6	7.9	2.9	-0.2	-13.2	10.0	6.7	0.2
O=C(COc1ccc(S(=O)(=O)Nc2ccccc2)cc1)NCc1cccnc1	2.2	2.3	-3.5	-7.3	0.5	-3.5	-16.0	4.8	-0.6
O=C(CNCC1CCCO1)NCc1ccco1 (configuration not stated)	14.9	-0.2	0.8	-6.3	0.4	-17.8	20.8	-2.8	0.8
FCCCOc1ccc(-c2ccnc(-c3ccccc3)n2)cc1	31.3	-2.2	-7.4	-11.5	0.0	3.9	13.5	17.2	0.7
CCOC(=O)c1ccc(NC(=O)CSc2nnnn2C2CCCCC2)cc1	-6.8	0.8	1.5	0.3	0.2	-23.9	14.4	-13.6	0.6
O=C(N/N=C\c1ccc(COc2ccc([N+](=O)[O-])cc2)o1)c1cccc(Cl)c1	11.9	-3.1	0.4	-1.7	-0.7	-17.5	6.7	1.1	1.3
Cc1cccc(OCc2nc(-c3ccccn3)n[nH]2)c1	13.2	-0.3	4.1	-15.3	1.5	-11.2	9.4	-13.4	0.1
Cc1ccc(-c2nc3cccnc3s2)cc1NS(=O)(=O)c1ccc2c(c1)CCCC2	24.0	0.5	-2.6	x	-1.4	-12.3	4.9	-54.0	0.3
NCc1nc(-c2ccc(Cl)cc2)no1	-6.8	-0.1	1.7	-13.9	-1.5	1.8	20.8	5.8	0.0
O=C(O)c1ccc(Nc2ncnc3scc(-c4ccccc4)c23)cc1	17.5	-1.1	-1.6	1.4	0.3	-13.4	-6.0	-8.1	0.7
C/C(N)=C(/C#N)C(=O)COC(=O)C(c1ccccc1)c1ccccc1	-2.6	-0.3	-4.9	-13.0	-1.6	7.4	19.5	-9.3	-0.6

Some entries already given with just zfTRPN1 agonist, PPC-1+TRAIL kill and CHOP inh:
| molecule | zfTRPN1 agonist | PPC-1+TRAIL kill | CHOP inh |
| --- | --- | --- | --- |
| CC1(C)NC(=O)N(CCCCOc2ccc3c(c2)CCC3)C1=O | 2.6 | 13.9 | 31.8 |
| O=C(CCSCCC(=O)NCc1ccc(F)cc1)NCc1ccc(F)cc1 | 0.7 | 7.5 | -18.0 |
| COc1ccc(C)cc1S(=O)(=O)N(C)CC(=O)Nc1ccc2c(c1)OCO2 | -0.6 | 2.6 | 19.4 |

Next entries follow:
SMILES	CHOP inh	TNF death inh	Runt-SMMHC FRET	Mdm2 ligase inh	zfTRPN1 agonist	EBV gp42 block	PPC-1+TRAIL kill	NCF1 inh	TRPML3 agonist
O=C(O)c1cc(S(=O)(=O)Nc2ccc3c(c2)OCCO3)c(Cl)cc1Cl	65.9	0.4	-1.0	-28.1	0.6	-0.8	4.1	2.2	0.3
CCCC(=O)NC1=C(C#N)C2(CCCC2)Cc2ccccc21	12.7	-0.5	-5.0	6.0	1.4	-11.7	-2.1	-11.1	-0.5
COc1ccccc1/C=C\C(=O)NCC(=O)N/N=C/c1ccc(O)cc1O	27.0	-12.2	2.7	-4.1	-1.1	12.4	5.6	-10.5	0.6
CCCOC1CCCN(C(=O)CCc2nnc(CCCCc3ccccc3)o2)C1 (configuration not stated)	5.8	0.6	-5.7	0.6	1.6	-7.1	6.6	-12.4	1.5
Cc1ccc2nc3c(cc(C(=O)NCC4CCCO4)n3C)c(=O)n2c1 (configuration not stated)	-15.6	1.8	88.6*	-9.0	1.2	-9.9	-1.2	-6.1	1.0
CC(=O)OCC(=O)[C@@]1(OC(C)=O)[C@@H](C)C[C@H]2[C@@H]3C[C@H](F)C4=CC(=O)C=C[C@]4(C)[C@@]3(F)[C@@H](O)C[C@@]21C	23.6	-1.1	3.8	x	4.0	-4.0	-6.9	-5.2	2.2
Cc1ccc2c(c1)CCCN2C(=O)c1c(C)noc1C	26.5	-0.2	0.0	-1.6	-0.5	-3.2	-0.5	-0.7	-0.6
Cn1c(N)c(S(=O)(=O)N2CCN(C(=O)c3ccco3)CC2)c(=O)n(C)c1=O	7.8	-0.5	1.0	5.5	1.3	-9.2	-7.6	0.5	0.0
COc1ccc(Cn2nc(C)cc2C)cc1OC	-7.3	-0.6	2.2	-9.4	-0.8	-23.6	-8.2	-3.9	0.9
CN(C(=O)COC(=O)c1ccc(Cl)c(N)c1)c1ccccc1	-6.1	0.7	3.8	2.2	-0.7	-7.4	5.0	-2.1	0.1
COc1cccc(C(=O)Nc2nnc(-c3ccc(F)cc3)o2)c1	-5.5	-0.2	-1.4	-8.8	x	-2.0	11.9	-7.7	x

High-throughput results: PubChem, several laboratories

Random draw from the library; 5.9% or so of the library scored in one or more.
